LDHA block: inhibitors of human lactate dehydrogenase A. purified LDHA, NADH/diaphorase-resazurin fluorescence; hits give low values. 0.15% of 480,000 active. activity change, % (values are at about 110 or 230 µM). AID 1347041; in the data active = activity change below about -30%; inconclusive = mostly about -25% to -30%;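 also: plate controls were DMSO wells for no effect and wells without enzyme for full effect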
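Resorufin fluorescence (ex540/em590), read at 0 and 20 min after diaphorase/resazurin addition, reports the NADH left after a 5 min room-temperature reaction of 2 nM human LDH5 with 0.06 mM NADH and 0.2 mM pyruvate.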
ALOX12 inh: blocks human arachidonate 12S-lipoxygenase. Potency, µM (series often up to 108 µM), inactives show top-dose activity change, negative = inhibition, most hits filed as inhibitors. P18054. 1.1% of 580,000 active. purified 12hLO, xylenol orange hydroperoxide absorbance. AID 1671190; active = well fitted inhibition curve with a large enough effect; inconclusive = small, poorly fitted or top-dose-only effect, or another doubt; inactive = no such curve, though single readings can be large or run the other way; also: potency is read from the fitted curve at half-maximal effect
Target sequence (P18054 whole entry, looked up): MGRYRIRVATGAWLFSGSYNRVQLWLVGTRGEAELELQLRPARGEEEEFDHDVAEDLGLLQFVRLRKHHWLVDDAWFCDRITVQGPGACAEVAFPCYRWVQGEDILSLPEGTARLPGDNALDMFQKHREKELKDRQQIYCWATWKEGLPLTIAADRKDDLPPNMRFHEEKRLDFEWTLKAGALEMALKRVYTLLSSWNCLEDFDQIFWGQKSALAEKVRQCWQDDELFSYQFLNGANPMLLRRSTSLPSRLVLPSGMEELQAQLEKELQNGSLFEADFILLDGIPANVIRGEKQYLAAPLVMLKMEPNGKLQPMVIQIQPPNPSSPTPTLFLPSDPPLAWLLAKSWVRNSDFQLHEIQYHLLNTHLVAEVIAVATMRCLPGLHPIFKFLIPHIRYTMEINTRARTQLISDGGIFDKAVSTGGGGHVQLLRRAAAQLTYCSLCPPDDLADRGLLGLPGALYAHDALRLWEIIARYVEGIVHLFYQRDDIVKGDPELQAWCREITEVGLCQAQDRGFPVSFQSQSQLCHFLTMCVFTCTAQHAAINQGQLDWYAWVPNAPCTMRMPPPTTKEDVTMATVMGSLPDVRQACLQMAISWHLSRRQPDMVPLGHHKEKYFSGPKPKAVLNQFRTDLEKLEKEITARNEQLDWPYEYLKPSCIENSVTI
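Hydroperoxide product was detected by ferrous iron/xylenol orange as the 573 to 405 nm absorbance ratio. Arachidonic acid at 40 uM (final) was turned over for 30 min at room temperature by 150 nM human 12hLO, pH 7.0 Hepes buffer, after 15 min compound preincubation.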
* marks the source's active call; other numbers are inactive results; u = inconclusive; [ ] = another dose, or the depositor's remark. Unless noted, % is scaled to controls: 0 for no effect and ±100 for the full control effect. This is a subset. The share of hits here may be higher or lower than overall.

LDHA block	ALOX12 inh	mol
-0.1	-6.7%	CCOc1ccccc1N(CC)C(=O)Cn1nc(Cc2cccnc2)c2ccccc2c1=O
4.4	27.8%	Cc1ccc(-c2cnc(CCC(=O)Nc3cccc(OCC(N)=O)c3)o2)cc1
-2.4	-9.0%	CCOc1ccc(C(=O)Nc2ccc(Br)c(C)n2)cc1Cl
7.7	-13.1%	CCCNC(=O)COC(=O)c1nn(Cc2ccccc2)c(=O)c2ccccc12
-11.7	-28.7%	O=C(Nc1ccccc1)c1cn(-c2ccc3c(c2)OCCO3)nn1
4.7	-25.5%	CC1CC(Sc2ccc(C(F)(F)F)cn2)C(=O)O1 (stereo unspecified)
-8.8	-0.7%	O=C(NC(c1ccc(-c2ccccc2)cc1)c1cnccn1)C1CCN(Cc2cccs2)CC1 (stereo unspecified)
4.1	u	Cc1nc2c(OCc3cc(Cl)cc(Cl)c3)cccn2c1N(C)C(=O)CCC1CCCC1
-4.0	3.4%	COc1ccc(CNc2nn3c(-c4cccc(C(=O)N(C)C)c4)cnc3s2)cc1
4.4	-2.8%	Cc1ccc(NC(=O)CCc2nc(C(C)(C)C)no2)nc1
-0.3	u	Cc1ccc(C2CCCN2Cc2ccc(C#N)cc2)cc1 (stereo unspecified)
-2.4	-4.9%	COCC(=O)N1CCN(Cc2nc(C)no2)CC1
-2.5	-0.6%	COc1ccc2cnn(CC(=O)Nc3ccc(Br)cc3)c(=O)c2c1OC
-1.9	38.0%[activator]	O=C(CSc1nc(-c2ccccc2)c(-c2ccccc2)o1)N1CCC1
3.5	-21.1%	COC(=O)c1ccc(Cl)c(Cl)c1
11.7	u	O=C(/C=C/c1ccc(Br)cc1)c1cccc(O)c1
6.9	u	Cc1ccc2[nH]c(C(=O)Nc3ccc4c(c3)OCCO4)cc2c1
8.5	-56.8%	Cc1ccc(N(CC(=O)N2CCN(c3cccc(Cl)c3)CC2)S(=O)(=O)N(C)C)cc1
-30.9*	-14.4%	O=C(Nc1ccc(-n2cccn2)c(F)c1)C1CCCN(C(=O)c2ccoc2)C1 (stereo unspecified)
-7.1	25.8%	C[C@@H]1CNC(=O)c2c(C(=O)NC3CCN(C(=O)OC(C)(C)C)CC3)ncn21
1.6	u	O=C(COC(=O)c1cc2ccccc2oc1=O)Nc1cccc2ccccc12
-0.9	-6.5%	CC(Cn1cccn1)NC(=O)N1CCN(Cc2ccco2)CC1 (stereo unspecified)
-4.5	-36.7%	CC1(C(=O)NS(=O)(=O)Cc2cccc(Cl)c2)CCN1C(=O)C/C=C/c1ccccc1 (stereo unspecified)
0.1	-20.7%	CCOc1ccc(-n2nc(CO)c(C(=O)NCc3ccc4c(c3)OCO4)n2)cc1
4.6	7.2%	COc1ccc(-c2nc(CNC(=O)NC(C)C)c(C)o2)cc1
2.5	8.7%	CCN1C(=O)C2(c3cc(C)ccc31)N1CC3(C)CN2CC(C)(C1)C3=O (stereo unspecified)
3.1	-25.8%	COC(=O)c1ccc(COC(=O)c2cccc3ccccc23)cc1
-6.3	u	Fc1ccc(OCc2coc(-c3ccccc3)n2)c(Br)c1
-6.4	u	CC(=O)c1cc2c(cc1NC(=O)c1cccc(F)c1)OCCO2
-2.6	-4.2%	CCOc1c(Cl)cc(C(=O)N2CCN(C(=O)OC(C)(C)C)CC2)cc1OC
21.7	-2.4%	COc1cc(OC)cc(C(=O)Oc2cccc3cccnc23)c1
6.6	u	O=C(c1nc2nc(-c3ccco3)cc(C(F)(F)F)n2n1)N1CCCCCC1
9.1	-3.8%	COc1ccc(-c2nnc(SC(C)C(=O)NC3CCCCC3)o2)cc1OC (stereo unspecified)
-0.4	3.7%	CCOC(=O)[C@]12CCC=C1N(Cc1ccccc1)C(=O)[C@H](CC(=O)NCCC(C)C)C2
1.6	-6.4%	COc1cccc(CSCC(=O)NC(C)(C#N)C(C)C)c1 (stereo unspecified)
9.2	7.3%	Cc1cccc(Cn2cnc3c2c(=O)n(C)c(=O)n3C)c1
0.3	-4.6%	COc1ccc2c(C)c(CC(=O)N3CCN(c4ccccn4)CC3)c(=O)oc2c1OC
3.4	5.9%	COC(=O)CNC(=O)CSc1nc2ccccc2nc1C
1.7	16.4%	Cc1ccc(-c2noc(-c3occc3Br)n2)cc1
2.4	u	Cn1c(=O)n(C)c2cc(SCc3ccco3)c(NC(=O)c3ccccc3)cc21
-0.7	30.5%[activator]	Cc1ccc(OCc2nc3ccc(Cl)cc3[nH]2)cc1C
2.9	-4.3%	O=C(NCCCCc1ccccc1)C12CC3CC(CC(C3)C1)C2
3.9	-8.2%	CCCCCCCCN1C(=O)[C@H](CC(=O)N2CCOCC2)C[C@@]2(C(=O)OC)CCCCC=C12
2.8	-8.0%	CC(=O)Nc1cc(-c2cccnc2)cn2c(-c3ccc(F)cc3)cnc12
-5.1	1.8%	Cc1cc(C(=O)N2CCCC2(C)C(=O)NCC(C)C)nn1C(C)(C)C (stereo unspecified)
6.0	u	CCN(CC)c1ccc(/C=N/S(=O)(=O)c2cccs2)cc1
-7.3	-9.1%	COc1cccc(C(O)c2ncc(-c3cccc(F)c3)[nH]2)c1 (stereo unspecified)
0.5	u	Cc1cccnc1C(NC(=O)C1CCN(CCOc2ccc(Cl)cc2Cl)CC1)c1ccc(Cl)cc1 (stereo unspecified)
4.1	1.4%	Fc1ccc(OCc2cc(-c3ccccc3)on2)cc1
-1.0	20.9%	Cc1cnc2c(S(=O)(=O)NCC3CCN(C4CC4)C3)cccc2c1 (stereo unspecified)

Other structures
LDHA block	ALOX12 inh	mol
-4.8	-2.7%	C(CCN1CCOCC1)CN1CCOCC1
-0.5	u	CCc1ccc2c(c1)C(O)(CC(=O)c1ccc(Br)cc1)C(=O)N2 (stereo unspecified)
0.4	4.7%	CCOC(=O)C1CCCN(C(=O)c2ccccc2OC(F)(F)F)CC1 (stereo unspecified)
0.7	-4.6%	COc1ccc(/C=C/c2nc3cc(C)ccc3s2)c(OC)c1
6.9	-9.4%	CC(C)C(NC(=O)C1CCCCC1)C(=O)O (stereo unspecified)
-6.4	3.8%	N#C/C(=C/c1cc(Br)ccc1OCc1ccccc1C#N)c1cccc(F)c1
-0.2	u	CCOCCCNC(=O)C1CCNCC1
4.2	u	Cc1ccc(C)c(N2CC(C(=O)OCC(=O)c3ccc(Br)cc3)CC2=O)c1 (stereo unspecified)
-9.7	13.8%	CCOC(=O)C(NC(=O)/C=C/c1ccc(C(N)=O)cc1)C(C)C (stereo unspecified)
-18.7	u	Cc1cc(C)cc(Oc2nc(-c3ccncc3)nc3ccccc23)c1
-0.7	-4.1%	CC1CCN(S(=O)(=O)c2ccc(-c3nc(C#N)c(NCc4ccco4)o3)cc2)CC1
0.8	-0.9%	O=S(=O)(NCc1ccccc1Cn1cccn1)c1ccc(Cl)c(C(F)(F)F)c1
5.9	-2.5%	O=C(N/N=C/c1cccs1)C(c1ccccc1)c1ccccc1
9.9	u	COc1cccc2cc(C(=O)Nc3c(C)cccc3C)c(=O)oc12
-0.1	u	S=C(Nc1ccccc1I)NC1CC1
1.2	-22.0%	Cc1cc(OCC(=O)N2CCCCC2CCN2CCOCC2)cc(C)c1Cl (stereo unspecified)
-0.8	2.7%	COc1ccc(C2Nc3cccc(O)c3C(=O)N2Cc2ccccc2)cc1COc1ccc(NC(C)=O)cc1 (stereo unspecified)
-0.3	u	COc1cccc(C(=O)NCCN2CCC(n3c(=O)[nH]c4ccccc43)CC2)c1
1.4	47.4%	CC(C)C(=O)Nc1ccccc1Sc1ccccc1
-12.5	u	CC1(C)CC(=O)c2cc3c(N)c(C#N)sc3nc2C1
-1.2	5.2%	Cc1ccc(-c2nc(CN3CCCC3c3nnc4ccccn34)co2)c(C)c1 (stereo unspecified)
0.9	-4.0%	CCNC(=O)NC(=O)CSc1ccc2ccccc2n1
-6.2	u	Cc1ccc(F)c(S(=O)(=O)NC(=O)C2(C)CCN2C(=O)CC2CCCCC2)c1 (stereo unspecified)
0.3	-9.4%	O=C(c1ccccc1F)N1CCN(c2cn[nH]c(=O)c2Cl)CC1
8.5	-7.2%	O=C(OCc1nc(-c2ccc(OC(F)(F)F)cc2)no1)c1ccc2c(c1)OCO2
-0.3	0.0%	CSc1ccccc1C(=O)Nc1ccc(C(C)C)cc1
-0.8	0.9%	CCCCn1c(=O)[nH]c(=O)c2c1nc(COC(=O)C1CCCC1)n2CC
1.0	u	COc1cc(-c2c(C#N)c(N)nc3c2CN(C)CC3)cc(OC)c1OC
10.6	-17.7%	Cn1c(SCc2coc(-c3cccs3)n2)nnc1-c1ccccc1F
9.1	-1.4%	Cc1ccc(C(=O)NCC(C)(C)CNC(=O)c2ccc(C)o2)o1
4.3	3.8%	O=C1CCCC2=C1C(c1ccccc1Cl)CC(=O)N2c1ccc(F)cc1F (stereo unspecified)
1.7	u	Cc1ccc(-n2nnnc2SCc2nc3ccsc3c(=O)[nH]2)cc1
10.9	-7.4%	Cc1ccc(Nc2ccc(N3CCN(S(=O)(=O)c4ccc(Br)cc4)CC3)nn2)cc1
11.1	-5.2%	CC(C)CCN(CC(=O)Nc1cccc2ncccc12)C1CC1
15.6	1.1%	CCOC(=O)C(NC(=O)c1ccccc1)(Nc1ccccc1OC)C(F)(F)F (stereo unspecified)
0.0	-8.8%	CCCSc1nc(SC)c2c3c(sc2n1)COC(C)(C)C3
1.3	u	CC(NC(=O)CSc1nc2cc([N+](=O)[O-])ccc2o1)c1ccc(F)cc1F (stereo unspecified)
-1.5	-27.4%	CCOC(=O)CSCC(=O)NCc1cccs1
5.1	u	N#CC(C(=O)NCc1ccccc1)c1nc2ccccc2nc1N1CCN(c2ccc(F)cc2)CC1 (stereo unspecified)
-3.0	-14.6%	COc1ccc(NC(=O)N2CCN(S(=O)(=O)c3cc4c(cc3Cl)NC(=O)C(C)O4)CC2)cc1 (stereo unspecified)
3.1	-2.8%	CC1CCCCC1NC(=O)CSc1ccc2c(c1)OCCCO2 (stereo unspecified)
-7.2	26.1%	CC(C)c1ccc(-c2noc(CSc3nnc4ccccn34)n2)cc1
-6.1	-3.5%	CC(=O)Nc1cccc(-c2csc(C(O)c3ccccc3)n2)c1 (stereo unspecified)
-1.0	-5.9%	COc1ccccc1CNC(=O)c1ccc(CS(=O)c2cccc(C)c2)o1 (stereo unspecified)
-5.5	-27.9%	O=C(Nc1ccc(F)c(S(=O)(=O)N2CCOCC2)c1)C1CC(=O)N(CCc2ccccc2)C1 (stereo unspecified)
-3.7	-41.6%	CCOC(=O)C1(C)CCCN(C(=O)c2ccc(C#N)cc2)C1 (stereo unspecified)
-0.8	14.4%	COC(=O)c1c(-c2ccc(F)cc2)csc1NC(=O)c1ccc(OC)cc1
-5.2	38.4%[activator]	CCN(CC(=O)NCc1cccs1)C(=O)C1CC(=O)N(c2cc(C)ccc2OC)C1 (stereo unspecified)
-5.5	-0.4%	O=C(c1cc2ccccc2oc1=O)N1CCCc2ccccc21
-1.0	-0.6%	CC1(C(=O)Nc2ccc(Cl)c(Cl)c2)CCN1Cc1cc2ccccc2o1 (stereo unspecified)

At a glance, part of the list above:
LDHA block	ALOX12 inh	mol
-1.0	20.9%	Cc1cnc2c(S(=O)(=O)NCC3CCN(C4CC4)C3)cccc2c1 (stereo unspecified)
-4.8	-2.7%	C(CCN1CCOCC1)CN1CCOCC1
-0.5	u	CCc1ccc2c(c1)C(O)(CC(=O)c1ccc(Br)cc1)C(=O)N2 (stereo unspecified)
0.4	4.7%	CCOC(=O)C1CCCN(C(=O)c2ccccc2OC(F)(F)F)CC1 (stereo unspecified)
0.7	-4.6%	COc1ccc(/C=C/c2nc3cc(C)ccc3s2)c(OC)c1
6.9	-9.4%	CC(C)C(NC(=O)C1CCCCC1)C(=O)O (stereo unspecified)
-6.4	3.8%	N#C/C(=C/c1cc(Br)ccc1OCc1ccccc1C#N)c1cccc(F)c1
-0.2	u	CCOCCCNC(=O)C1CCNCC1
4.2	u	Cc1ccc(C)c(N2CC(C(=O)OCC(=O)c3ccc(Br)cc3)CC2=O)c1 (stereo unspecified)
-9.7	13.8%	CCOC(=O)C(NC(=O)/C=C/c1ccc(C(N)=O)cc1)C(C)C (stereo unspecified)
-18.7	u	Cc1cc(C)cc(Oc2nc(-c3ccncc3)nc3ccccc23)c1
-0.7	-4.1%	CC1CCN(S(=O)(=O)c2ccc(-c3nc(C#N)c(NCc4ccco4)o3)cc2)CC1
0.8	-0.9%	O=S(=O)(NCc1ccccc1Cn1cccn1)c1ccc(Cl)c(C(F)(F)F)c1

Other entries.
LDHA block	ALOX12 inh	mol
13.4	-27.1%	COc1cccc(CNC(=O)[C@H](Cc2ccccc2)NC(=O)N2CCn3c2nc2ccccc23)c1
8.9	-26.3%	CCOc1ccc(C(=O)NCc2sccc2C)cc1
11.1	7.4%	CCOc1ccc(C(=O)N(Cc2ccc(F)cc2Cl)c2ccccn2)cc1
4.9	u	CC(C(=O)Nc1ccc(C#N)cc1)n1nnc(-c2ccc(F)cc2)n1 (stereo unspecified)
-2.1	46.5%	COc1ccc(S(=O)(=O)Nc2nc3ccccc3nc2Nc2ccc(C)cc2)cc1
-5.2	-45.3%	CC(=O)c1sc(-c2cccc(Br)c2)nc1C

Source: PubChem (National Center for Advancing Translational Sciences (NCATS))
